# PAFAH1B2 inh – blocks human PAF acetylhydrolase 1b catalytic subunit 2; P68402; recombinant PAFAH1B2, FP-rhodamine activity probe, fluorescence polarization; inhibition, % at 3.39 µM; 1.2% of 340,000 active; AID 492953;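 active means inhibition above the mean of all tested compounds plus 3 SD, cut at about 24% in these data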;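 further: 0% = enzyme with DMSO and 100% = wells lacking PAFAH1B2; many of its hits are not listed in these tables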
# Target sequence (P68402 whole entry, looked up): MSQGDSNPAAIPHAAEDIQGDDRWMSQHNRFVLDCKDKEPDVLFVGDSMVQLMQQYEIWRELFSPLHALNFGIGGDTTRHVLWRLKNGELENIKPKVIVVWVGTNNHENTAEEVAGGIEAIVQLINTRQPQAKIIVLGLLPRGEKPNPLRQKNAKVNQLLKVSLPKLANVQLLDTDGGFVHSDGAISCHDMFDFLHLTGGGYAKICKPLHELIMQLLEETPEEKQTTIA
# GSTO1 inh – GSTO1 inhibition, counter-screen for RBBP9 inhibitors; recombinant GSTO1, activity-based probe fluorescence polarization; inhibition, % at 5.96 µM; 1.1% of 300,000 active;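 active means inhibition above the campaign mean inhibition plus 3 SD, cut at about 35% in these data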;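 further: 0% = GSTO1-1 with DMSO and 100% = wells lacking GSTO1-1 enzyme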
# LYPLA2 inh – LYPLA2 (human) inhibition in PME1 counter-screen. recombinant LYPLA2, FP-Rh probe fluorescence polarization. 0.38% of 320,000 active. inhibition, % at 5.9 µM;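 active means inhibition above the screen-wide mean plus 3 SD, limit set per campaign, cut at about 26% in these data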;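 further: 0% = LYPLA2 with DMSO and 100% = wells lacking LYPLA2 enzyme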
# LYPLA1 inh – blocks human lysophospholipase 1, a PME1 counter-screen. inhibition, % at 5.9 µM. recombinant LYPLA1, FP-Rh probe fluorescence polarization. O75608. 0.16% of 320,000 active;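 active means inhibition above the mean of all tested compounds plus 3 SD, set per campaign, cut at about 14% in these data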;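 further: inhibitors block serine hydrolase probe labeling of LYPLA1 so polarization falls; 0% = enzyme with DMSO and 100% = wells lacking LYPLA1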
# Target sequence (O75608 whole entry, looked up): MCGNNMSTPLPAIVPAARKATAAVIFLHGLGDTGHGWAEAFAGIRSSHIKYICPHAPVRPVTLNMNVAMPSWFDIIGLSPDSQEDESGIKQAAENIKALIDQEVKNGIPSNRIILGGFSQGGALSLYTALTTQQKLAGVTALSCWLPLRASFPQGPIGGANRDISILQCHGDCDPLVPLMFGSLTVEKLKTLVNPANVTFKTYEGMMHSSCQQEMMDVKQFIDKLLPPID
# PME-1 inh – PME-1 (human) inhibition; inhibition, % at 5.9 µM; Q9Y570; recombinant PME-1, FP-Rh probe fluorescence polarization; 0.53% of 320,000 active;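 active means inhibition above the campaign mean of all compounds plus 3 SD, cut at about 26% in these data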;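 further: competitive labeling of PME-1 active site by serine hydrolase directed probe; 0% = PME-1 with DMSO and 100% = wells lacking PME-1 enzyme; inhibitors block probe labeling so polarization falls and inhibition rises; many of its hits are not listed in these tables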
# Target sequence (Q9Y570 whole entry, looked up): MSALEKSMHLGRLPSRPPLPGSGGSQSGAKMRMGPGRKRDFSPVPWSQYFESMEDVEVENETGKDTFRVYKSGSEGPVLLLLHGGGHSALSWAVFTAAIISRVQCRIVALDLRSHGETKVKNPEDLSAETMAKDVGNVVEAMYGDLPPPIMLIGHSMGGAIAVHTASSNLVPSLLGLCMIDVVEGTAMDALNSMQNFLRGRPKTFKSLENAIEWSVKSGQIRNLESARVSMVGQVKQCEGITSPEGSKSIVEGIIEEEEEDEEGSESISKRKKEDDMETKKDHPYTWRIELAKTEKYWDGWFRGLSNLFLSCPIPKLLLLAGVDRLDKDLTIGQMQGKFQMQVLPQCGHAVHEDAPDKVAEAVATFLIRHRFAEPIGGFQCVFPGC
# pPAFAH inh – pPAFAH (human) enzyme inhibition; Q13093; recombinant pPAFAH, FP-rhodamine probe fluorescence polarization; inhibition, % at 3.39 µM; 1.5% of 330,000 active; AID 463082;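 active means inhibition above the mean inhibition across the screen plus 3 SD, cut at about 25% in these data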;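 further: inhibitors block binding of the rhodamine activity-based probe so polarization drops; 0% = enzyme with DMSO and 100% = wells lacking pPAFAH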
# PAD4 FP inh – blocks human protein arginine deiminase 4 | recombinant PAD4, RCA probe fluorescence polarization | Q9UM07 | inhibition, % at 6.36 µM | 0.41% of 330,000 active;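 active means percent inhibition above a cutoff equal to the mean of all tested compounds plus 3 SD, cut at about 15% in these data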;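 further: 0% = PAD4 with RCA probe and DMSO and 100% = probe without PAD4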
# PAFAH1B3 inh – blocks human PAF acetylhydrolase 1B catalytic subunit 3. recombinant PAFAH1B3, FP-rhodamine probe, fluorescence polarization. inhibition, % at 3.39 µM. 0.28% of 340,000 active;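 active means inhibition above the screen-wide average of all tested compounds plus 3 SD, cut at about 25% in these data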;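 further: 0% = enzyme with DMSO only and 100% = wells lacking PAFAH1B3 protein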
# Target sequence (Q15102 whole entry, looked up): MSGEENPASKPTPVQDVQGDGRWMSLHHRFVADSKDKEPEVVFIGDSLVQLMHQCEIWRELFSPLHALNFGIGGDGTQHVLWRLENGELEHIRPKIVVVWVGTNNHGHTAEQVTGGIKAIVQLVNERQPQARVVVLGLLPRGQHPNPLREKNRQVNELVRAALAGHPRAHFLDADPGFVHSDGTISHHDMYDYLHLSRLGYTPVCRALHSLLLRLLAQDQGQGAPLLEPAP
# PREPL inhibitor – inhibitors of human prolyl oligopeptidase-like enzyme PREPL; Q4J6C6; recombinant PREPL, fluorescence polarization activity-based probe; inhibition, % at 5.96 µM; 0.68% of 320,000 active; in the data active means inhibition above about 43%;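 further: 0% = enzyme with DMSO and 100% = wells lacking enzyme; many of its hits are not listed in these tables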
# * = called active by the depositor; / = no result given. Only part of the results is shown; the hit share may differ from the screen's.
SMILES,PAFAH1B2 inh,GSTO1 inh,LYPLA2 inh,LYPLA1 inh,PME-1 inh,pPAFAH inh,PAD4 FP inh,PAFAH1B3 inh,PREPL inhibitor
CC(=O)C(Sc1ncnc2c1nnn2-c1ccc(F)cc1)C(=O)N(C)C (configuration not stated),/,11,9,2,-11,-7,2,/,-34
C[C@@H]1CC[C@]2(O[C@@H](CCO)C[C@H](O)[C@H]2O)O1,-1,-1,3,2,2,-1,0,-3,13
Cc1ccc(C)c(S(=O)(=O)N2CCNCC2)c1,1,3,1,3,1,6,-3,12,9
CC(C)(C)C(=O)Cn1ncc(N2CCOCC2)c(Br)c1=O,-1,-1,5,2,1,4,-6,9,5
CCCC1=Nc2cc(C(=O)N3CCC(C(=O)OCC)CC3)ccc2Sc2ccccc21,7,2,3,-2,0,11,-1,-3,2
Cc1ccc(CNS(=O)(=O)c2ccc3c(c2)OCCO3)cc1,27*,6,1,-1,8,5,-2,6,-1
O=C(CN1C(=O)NC(c2ccc(F)cc2)C1=O)Nc1ccc2c(c1)OCCO2 (configuration not stated),1,/,-3,-3,3,2,1,1,6
CCc1cc(C(=O)N(C)CC(=O)N(CC(C)C)c2c(N)n(CC(C)C)c(=O)[nH]c2=O)sc1C,-3,5,1,1,3,1,-1,6,-1
CCCn1c(SCC(=O)N2CCc3ccccc3C2)nc(O)cc1=O,6,/,/,/,/,16,-9,12,17
CCOC(=O)C1=C(C)NC(=O)NC1c1ccc(Cl)cc1Cl (configuration not stated),0,-3,0,5,5,1,-1,6,-5
Cc1ccc(SCC(=O)NC(C)(C)C)cc1,12,-2,-5,1,-6,0,-1,3,3
COc1ccc(CNC(=O)COC(=O)c2cc(-c3ccc(Cl)s3)nc3ccccc23)cc1,-2,-7,3,3,-8,-2,-3,-1,-6
CCOc1ccc(C2C(=O)N(C3CCCCC3)CC(=O)N2CC2CCCO2)cc1OC (configuration not stated),-1,-8,-2,-1,3,-4,-6,12,4
O=C(COC(=O)C1CCCO1)Nc1nc(-c2ccc(F)cc2)cs1 (configuration not stated),8,/,/,/,/,7,-1,3,-16
O=C(COc1ccc(S(=O)(=O)N2CCCC2)cc1)Nc1ccc(F)cc1,-2,2,1,0,0,3,0,9,-3
CCCCN1C(=O)C2NN=C(C(=O)OC)C2C1=O (configuration not stated),-2,1,5,-1,-2,6,-2,6,5
O=C(CCC(=O)Nc1ccc(F)cc1)N/N=C/c1ccccc1O,3,4,-3,0,1,-3,-1,-2,-3
CC(C)c1cccc(-c2ccc3c(c2)S(=O)(=O)c2cccc(C(=O)NCc4ccccc4)c2C3=O)c1,0,/,/,/,/,-1,0,-4,3
Cc1ccc(S(=O)(=O)CCC(=O)OCC(=O)NC(C)c2ccc(F)cc2)cc1 (configuration not stated),11,/,3,1,9,14,1,-5,8
NC(=O)C1CCN(C2=C(Cl)C(=O)c3ccccc3C2=O)CC1,35*,87*,42*,7,22,0,8,43*,8
Cc1ccc(-n2c(=O)cc(N3CCN(Cc4ccccc4)CC3)[nH]c2=O)cc1,11,9,-4,2,1,-1,2,3,11
CSc1nc(O)c(Nc2cccc(Cl)c2)c(=O)[nH]1,2,2,-9,-4,0,6,4,3,7
C/C(Cn1nc([N+](=O)[O-])cc1C)=N\NC(=O)COc1c(Cl)cc(Cl)cc1Cl,-1,2,9,-1,2,3,2,1,5
O=C(NCCc1cn2ccccc2n1)c1ccccc1F,2,10,10,7,1,-4,-3,8,-12
COc1ccc(NS(=O)(=O)c2ccc(S(=O)(=O)N(C)C)cc2)cc1S(N)(=O)=O,5,5,5,4,8,4,-2,4,-9

# Entries of single compounds as entered above.
# CSc1nc(O)c(Nc2cccc(Cl)c2)c(=O)[nH]1 is listed as PAFAH1B2 inh = 2; GSTO1 inh = 2; LYPLA2 inh = -9; LYPLA1 inh = -4; PME-1 inh = 0; pPAFAH inh = 6; PAD4 FP inh = 4; PAFAH1B3 inh = 3; PREPL inhibitor = 7
# Cc1ccc(-n2c(=O)cc(N3CCN(Cc4ccccc4)CC3)[nH]c2=O)cc1 is listed as PAFAH1B2 inh = 11; GSTO1 inh = 9; LYPLA2 inh = -4; LYPLA1 inh = 2; PME-1 inh = 1; pPAFAH inh = -1; PAD4 FP inh = 2; PAFAH1B3 inh = 3; PREPL inhibitor = 11
# NC(=O)C1CCN(C2=C(Cl)C(=O)c3ccccc3C2=O)CC1 is listed as PAFAH1B2 inh = 35*; GSTO1 inh = 87*; LYPLA2 inh = 42*; LYPLA1 inh = 7; PME-1 inh = 22; pPAFAH inh = 0; PAD4 FP inh = 8; PAFAH1B3 inh = 43*; PREPL inhibitor = 8

# Later entries:
SMILES,PAFAH1B2 inh,GSTO1 inh,LYPLA2 inh,LYPLA1 inh,PME-1 inh,pPAFAH inh,PAD4 FP inh,PAFAH1B3 inh,PREPL inhibitor
Cc1ccc(N/C=C/C(=O)c2ccccc2)cc1C,4,0,-1,-3,0,3,-7,-1,-7
COCCNC(=O)Cn1ncc2ccsc2c1=O,0,0,1,2,3,-1,-2,-4,7
O=C(Nc1c2c(nn1-c1ccc(F)cc1)CS(=O)C2)c1ccco1 (configuration not stated),5,-1,-1,0,-1,3,-1,9,-5
O=C1CCCN1CN(C(=O)c1ccccc1)c1ccc(F)cc1,5,7,-1,1,-6,-1,0,6,14
COc1ccc(CN(C)C(C)C(=O)Nc2ccc([N+](=O)[O-])cc2Cl)cc1OC (configuration not stated),-1,2,-6,0,7,4,-4,0,4
O=C(/C=C/c1cn(-c2ccccc2)nc1-c1cccnc1)c1ccco1,4,7,-5,-2,-4,20,6,-1,2
O=C(Nc1ccccc1F)c1ccc(CNS(=O)(=O)c2cccc(C(F)(F)F)c2)cc1,-3,2,3,-1,1,6,4,-4,-2
O=C(CN(CC1CCCO1)C(=O)CNS(=O)(=O)c1ccc(Cl)cc1)NCc1ccccc1 (configuration not stated),19,1,0,1,4,16,-6,1,7
CC(C)(C)OC(=O)N[C@@H](Cc1ccccc1)C(=O)N[C@@H](CO)[C@H](O)[C@@H]1C[C@@H]1C(=O)NC1CC1,0,3,2,4,5,2,1,-2,2
CN(C)S(=O)(=O)c1cccc(C(=O)N(Cc2ccc(F)cc2)Cc2ccco2)c1,6,1,5,1,12,2,5,-3,-1
O=C(COC(=O)c1ccccc1)NC12CC3CC(CC(C3)C1)C2,3,/,-5,-2,5,5,0,2,4
Cc1cccc(C(=O)OC2CCOC2=O)c1C (configuration not stated),-5,5,2,0,1,2,-3,5,0
Cc1cc(N2C(=O)CC(N3CCN(c4ccc(C(=O)c5cccs5)cc4)CC3)C2=O)no1 (configuration not stated),1,-5,8,4,-1,9,-1,-7,14
CNC(=S)Nc1cccc2[nH]ncc12,-2,12,6,2,-2,1,-1,1,18
CCn1c(=O)c(=O)n(CC)c2cc(S(=O)(=O)N3CCc4ccccc43)ccc21,9,3,-1,1,11,2,-5,2,15
O=C(Nc1ccc(Cc2ccncc2)cc1)C1CCC(N2C(=O)C3CCCCC3C2=O)CC1 (configuration not stated),2,7,-6,1,5,6,0,-4,2
O=c1c(-c2ccccc2Cl)c[nH]n1-c1ccccc1,4,2,0,-2,-4,7,0,-4,1
O=C(Nc1ccc2c(c1)OCO2)C(=O)c1c[nH]c2ccccc12,3,-2,0,-4,-2,2,1,0,-2
O=C(CSc1nnc2c(Cl)cc(Cl)cn12)NC1CCS(=O)(=O)C1 (configuration not stated),2,5,2,-3,0,-4,-10,2,14
CCCC(=O)Nc1ccc2c(c1)nc(CN1CCN(C(=O)OCC)CC1)n2CC,7,-2,-5,5,-1,-1,-2,1,11
O=C(Nc1ccc(S(=O)(=O)NC2=NCCCCC2)cc1)C1COc2ccccc2O1 (configuration not stated),1,-1,0,-2,6,1,0,7,5
N#C/C(C(=O)N1CCOCC1)=C1/SC(Cc2ccccc2Cl)C(=O)N1c1ccccc1 (configuration not stated),-2,2,-2,-2,1,1,-3,-8,11
CN1C(=O)/C(=N/OC(=O)c2ccccc2Br)c2ccccc21,-3,-1,-8,-5,-19,-1,-1,-6,-8
Cc1ccc(-c2csc(C3=C(O)CN(NC(=O)c4ccc([N+](=O)[O-])cc4)C3=N)n2)cc1,-6,-3,-5,-6,-2,4,4,6,-1
CC(=O)Nc1ccc(S(=O)(=O)N2CCN(C(=O)CCC3CCCC3)CC2)cc1,-2,5,-7,-4,-2,-2,0,5,-2

# Arranged by the number under PME-1 inh (falling): some entries from above
mol | PAFAH1B2 inh | PME-1 inh | pPAFAH inh | PAD4 FP inh | PAFAH1B3 inh | PREPL inhibitor
O=C(Nc1ccc(S(=O)(=O)NC2=NCCCCC2)cc1)C1COc2ccccc2O1 (configuration not stated) | 1 | 6 | 1 | 0 | 7 | 5
Cc1cc(N2C(=O)CC(N3CCN(c4ccc(C(=O)c5cccs5)cc4)CC3)C2=O)no1 (configuration not stated) | 1 | -1 | 9 | -1 | -7 | 14
CC(=O)Nc1ccc(S(=O)(=O)N2CCN(C(=O)CCC3CCCC3)CC2)cc1 | -2 | -2 | -2 | 0 | 5 | -2

# Shown with bars between the fields: 4 of the compounds above
Compound | PAFAH1B2 inh | GSTO1 inh | LYPLA2 inh | LYPLA1 inh | PME-1 inh | pPAFAH inh | PAD4 FP inh | PAFAH1B3 inh | PREPL inhibitor
O=C(/C=C/c1cn(-c2ccccc2)nc1-c1cccnc1)c1ccco1 | 4 | 7 | -5 | -2 | -4 | 20 | 6 | -1 | 2
Cc1ccc(-c2csc(C3=C(O)CN(NC(=O)c4ccc([N+](=O)[O-])cc4)C3=N)n2)cc1 | -6 | -3 | -5 | -6 | -2 | 4 | 4 | 6 | -1
Cc1ccc(N/C=C/C(=O)c2ccccc2)cc1C | 4 | 0 | -1 | -3 | 0 | 3 | -7 | -1 | -7
O=C(COC(=O)c1ccccc1)NC12CC3CC(CC(C3)C1)C2 | 3 | / | -5 | -2 | 5 | 5 | 0 | 2 | 4

# Remaining list, next part:
SMILES,PAFAH1B2 inh,GSTO1 inh,LYPLA2 inh,LYPLA1 inh,PME-1 inh,pPAFAH inh,PAD4 FP inh,PAFAH1B3 inh,PREPL inhibitor
O=c1[nH]c(C2CCN(S(=O)(=O)c3ccccc3F)CC2)nc2c1nnn2Cc1ccc(OC(F)(F)F)cc1,26*,0,-3,-1,4,1,-2,0,0
c1ccc(CCC2CCCCN2Cc2cn[nH]c2-c2cc3ccccc3o2)nc1 (configuration not stated),-2,-2,0,4,1,3,-7,4,10
CCOc1ccc(-c2cc(C(=O)N3CCC(C)CC3)c3ccccc3n2)cc1,2,1,-6,-2,1,-1,1,2,4
COc1ccc(Cl)cc1N(CC(=O)Nc1ccc2c(c1)OCCO2)S(C)(=O)=O,-1,2,4,0,-4,5,-2,2,7
CC[C@]12c3[nH]c4cc(CCC(=O)N(C)C)ccc4c3CCN1C(=O)[C@@H](CC(=O)NCCN1CCOCC1)C[C@@H]2C(=O)N1CCN(C(=O)C2CC2)CC1,3,/,/,/,/,5,-2,3,/
O=c1[nH]c2ccccc2n1Cc1ccc(Cl)cc1,5,-6,6,-1,1,2,0,-3,-10
Cc1ccc(NC(=O)c2c(C(F)(F)F)nn(C)c2SCc2ccc(Cl)cc2)cc1C,1,-2,-12,-10,-14,-4,7,5,-9
O=C(c1ccc(S(=O)(=O)N2CCOCC2)cc1)N(Cc1ccco1)Cc1cccs1,1,-1,1,-3,8,7,-7,7,-6
COc1ccc(S(=O)(=O)N(n2c(C)nnc2-n2nc(C)cc2C)S(=O)(=O)c2ccc(OC)cc2)cc1,-3,6,-4,-3,-2,3,4,-2,-4

# From PubChem
